LDHA block – inhibitors of human lactate dehydrogenase A; P00338; purified LDHA, NADH/diaphorase-resazurin fluorescence; active compounds read low; activity change, % (values are at about 110 or 230 µM); 480,000 compounds, 0.15% hits; AID 1347041; in the data active = activity change below about -30%; inconclusive = mostly about -25% to -30%;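 also: plate controls were DMSO wells for no effect and wells without enzyme for full effect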
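Remaining NADH was detected by diaphorase (0.133 mg/mL) converting 37 µM resazurin to fluorescent resorufin, read at 0 and 20 minutes. The preceding 5-minute room-temperature reaction used 2 nM LDHA, 0.2 mM sodium pyruvate and 0.06 mM NADH at pH 7.4.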
12-LOX inh – blocks human arachidonate 12S-lipoxygenase | P18054 | Potency, µM (series often up to 108 µM), for inactives: at the highest dose activity change, negative = inhibition, most hits filed as inhibitors | 580,000 compounds, 1.1% hits | purified 12hLO, xylenol orange hydroperoxide absorbance; also: potency is read from the fitted curve at half-maximal effect; % is scaled to controls: 0 for no effect and ±100 for the full control effect
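Purified human 12hLO (150 nM final) in 25 mM Hepes, 0.01% Triton X-100, pH 7.0 was preincubated 15 min at room temperature with compound. Then 40 uM arachidonic acid was added, 30 min. Hydroperoxide was read by Fe-XO absorbance ratio 573/405 nm.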
POLH inh – DNA polymerase eta (human) inhibition; Q9Y253; recombinant Pol eta, fluorescent DNA replication assay; Potency, µM (series often up to 114 µM), inactives show at the top dose activity change, negative = inhibition, hits mostly inhibitors; 390,000 compounds, 1.2% hits; AID 588591; also: potency is read from the fitted curve at half-maximal effect; % is scaled to controls: 0 for no effect and ±100 for the full control effect
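Fluorescent replication assay: 50 nM final substrate added after a 15 min room-temperature compound preincubation with 10 nM enzyme. Signal taken at 0 min and again at 10 min.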
RGS4 inh – blocks human RGS4-accelerated GTP hydrolysis | P49798 | Transcreener GDP fluorescence polarization, RGS4-accelerated GTP hydrolysis | Potency, µM (top dose mostly 114 µM), for inactives: top-dose activity change, negative = inhibition, hits mostly inhibitors | 390,000 compounds, 0.039% hits | AID 504845; also: potency is read from the fitted curve at half-maximal effect; % is scaled to controls: 0 for no effect and ±100 for the full control effect; nearly all actives have a fitted effect of over 75% in size; some results filed as inactive show a strong effect at the top dose
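MLSMR compounds (23 nl, pin-transferred) preincubated 10 min at room temperature with a 500nM (2x) first reagent, then RGS4 at 900nM (2x) plus Transcreener GDP mix added; fluorescence polarization (620/688 nm) read before and after 90 min at 30 °C.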
Pol beta inh – DNA polymerase beta (human) inhibition; Potency, µM (series often up to 114 µM), for the others: at the top dose activity change, negative = inhibition, usual class: inhibitors; 340,000 compounds, 1.3% hits; P06746; AID 485314; Pol beta primer extension/strand displacement, fluorescence kinetic; also: potency is read from the fitted curve at half-maximal effect; % is scaled to controls: 0 for no effect and ±100 for the full control effect
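Pol beta (10 nM) was preincubated with compound for 15 min at room temperature. The reaction was then started with 50 nM substrate and read immediately and after a further 10 min at room temperature.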
Pol kappa inh – DNA polymerase kappa (human) inhibition | Potency, µM (highest dose often 107 µM), without a hit: at the top dose activity, negative = inhibition, actives largely listed as inhibitors | AID 588579 | purified Pol kappa, fluorescent DNA synthesis assay, 10 min | 400,000 compounds, 0.53% hits; also: potency is read from the fitted curve at half-maximal effect; % is scaled to controls: 0 for no effect and ±100 for the full control effect
Target sequence (Q9UBT6 whole entry, looked up): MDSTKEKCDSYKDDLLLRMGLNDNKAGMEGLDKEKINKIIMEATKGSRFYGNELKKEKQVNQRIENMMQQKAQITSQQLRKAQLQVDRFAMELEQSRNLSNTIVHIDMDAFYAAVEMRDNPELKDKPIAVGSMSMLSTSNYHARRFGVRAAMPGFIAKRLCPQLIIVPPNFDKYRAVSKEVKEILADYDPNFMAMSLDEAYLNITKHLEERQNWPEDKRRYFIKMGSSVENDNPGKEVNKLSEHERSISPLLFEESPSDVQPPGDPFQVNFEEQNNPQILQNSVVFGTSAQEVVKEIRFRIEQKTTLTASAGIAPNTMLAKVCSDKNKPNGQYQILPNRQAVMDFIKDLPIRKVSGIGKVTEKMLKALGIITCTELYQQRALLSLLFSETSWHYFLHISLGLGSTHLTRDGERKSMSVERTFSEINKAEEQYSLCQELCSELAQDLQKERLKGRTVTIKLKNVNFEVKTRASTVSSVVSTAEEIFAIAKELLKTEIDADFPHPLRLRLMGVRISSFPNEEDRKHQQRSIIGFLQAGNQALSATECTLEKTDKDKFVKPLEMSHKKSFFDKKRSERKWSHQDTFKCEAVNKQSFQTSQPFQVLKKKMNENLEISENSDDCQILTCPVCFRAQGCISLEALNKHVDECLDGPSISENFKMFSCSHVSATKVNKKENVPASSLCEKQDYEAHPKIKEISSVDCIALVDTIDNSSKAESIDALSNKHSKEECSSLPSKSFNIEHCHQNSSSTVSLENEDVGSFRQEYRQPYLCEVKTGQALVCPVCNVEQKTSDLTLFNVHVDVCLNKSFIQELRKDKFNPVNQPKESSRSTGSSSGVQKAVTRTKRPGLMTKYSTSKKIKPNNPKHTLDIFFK
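10 nM Pol kappa was preincubated with compounds for 15 min at room temperature. Reaction started with 50 nM (final) substrate. Fluorescence read kinetically at 0 and 10 min.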
ERG Ets-DNA blk – blocks human ERG Ets domain binding to DNA | P11308 | fluorescence polarization, His-ERG Ets domain / labelled DNA | 370,000 compounds, 0.028% hits | Potency, µM (top dose mostly 76.9 µM), inactives show at the highest dose FP activity, negative = inhibition, usual class: inhibitors; active = well fitted inhibition curve with a large enough effect in the polarisation, with a control signal flat; inconclusive = small, poorly fitted or top-dose-only effect, or effect the other way, or a change in a side signal; inactive = no such curve, though single readings can be large or run the other way; the % refers to the polarisation;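 also: polarization taken with two DNA probes labelled with fluorescein and Texas red; potency is read from the fitted curve at half-maximal effect; % of control where 0% means no effect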
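His-tagged ERG Ets domain (1 uM in the protein solution; 300mM KCl, 50mM Tris-HCl, 1mM EDTA, 1mM DTT, pH 7.5) received compound, then a probe mix of 5 nM fluorescein-DNA and 100nM Texas-615-DNA. Fluorescence polarization was read for both dyes.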
APEX1 inh – blocks human APE1 abasic DNA cleavage; recombinant APE1, TAMRA/BHQ-2 abasic DNA cleavage fluorescence; Potency, µM (highest dose often 65.8 µM), without a hit: top-dose activity change, negative = inhibition, usual class: inhibitors; 350,000 compounds, 0.35% hits; AID 2517;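 also: potency is read from the fitted curve at half-maximal effect; plate controls were vehicle for no effect and reference inhibitor for full effect; nearly all actives have a fitted effect of over 55% in size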
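Substrate: short duplex with […] THF abasic site, 5'-TAMRA and 3'-BHQ-2, 50 nM final. APE1 at 0.75 nM, preincubated 15 min RT with compound. Fluorescence increase from first to third read measured activity.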
Anesthetic bind – binds horse apoferritin like a general anesthetic; AID 485281; apoferritin/1-aminoanthracene competitive binding, fluorescence; 350,000 compounds, 0.074% hits; Potency, µM (titrated, usually from 77.5 µM), for the others: at the highest dose activity change, negative = displacement, hits mostly inhibitors; P02791; also: potency is read from the fitted curve at half-maximal effect; % is scaled to controls: 0 for no effect and ±100 for the full control effect; nearly all actives have a fitted effect of over 20% in size
Target sequence (P02791 2-175 limits assumed): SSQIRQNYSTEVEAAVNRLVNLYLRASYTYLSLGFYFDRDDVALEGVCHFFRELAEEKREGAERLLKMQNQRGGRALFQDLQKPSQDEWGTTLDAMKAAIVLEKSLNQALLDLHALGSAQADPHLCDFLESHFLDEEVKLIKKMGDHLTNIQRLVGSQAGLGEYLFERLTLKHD
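Apoferritin-based anesthetic binding model; compound displacement of fluorescent 1-AMA measured as endpoint fluorescence after 10 minutes at room temperature, scaled to free-ligand and complex controls.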
The depositor's hits bear a star; ? = inconclusive; nt = not tested or not shown; & = joins results of further samples; [ ] = another dose, or the depositor's remark. Unless noted, calls follow the shape of the dose curve; as a rule, active = well fitted curve in the direction sought with a large enough effect; inconclusive = small, poorly fitted or top-dose-only effect, or another doubt; inactive = no such curve, though single readings can be large; an effect the other way counts as inactive or inconclusive. The list is partial; count on the stated rates, not on these rows.

SMILES | LDHA block | 12-LOX inh | POLH inh | RGS4 inh | Pol beta inh | Pol kappa inh | ERG Ets-DNA blk | APEX1 inh | Anesthetic bind
CCCCCN(CCCCC)C(=O)C(CCC(=O)O)NC(=O)c1ccc(Cl)c(Cl)c1 (stereo not given) | -1 | -4% | 1%[57.1 µM] | -6%[56.9 µM] | -3%[57.1 µM] | 4%[60.1 µM] | 1% | 15%&4% | nt
CN(CCC#N)Cc1cc(=O)oc2ccc3ccccc3c12 | 0 | 128%[activator] | -11% | -6% | -3% | 12% | 1% | -2% | -10%
CCCn1c(=O)c2sccc2n2c(CCCC(=O)N3CCN(c4ccccc4)CC3)nnc12 | -6 | 0% | -9% | -2% | 28% | 6% | -5% | nt | 5%
O=C(CSc1nnc(SCc2ccc(Cl)cc2)s1)N/N=C/c1ccccc1C(=O)O | -7 | -10% | 4% | 3% | 1% | -15% | -1% | 1% | -7%
COc1ccnc(Oc2ccc(F)cc2)c1C(=O)N/C=N/OCc1ccc(F)cc1Cl | -6 | 0%[57.4 µM] | -15% | -3% | 0% | -12% | nt | -11% | 0%
CCN1C(=O)[C@@H]2[C@@H](c3ccc(-c4ccc(C(C)=O)cc4)cc3)N3CCCC[C@@]3(C(=O)OC)[C@@H]2C1=O | -1 | 6% | -23% | -17% | nt | -24% | -2% | 2% | nt
Clc1ccc2nc(-c3ccc4c(c3)OCO4)cn2c1 | -3 | 1% | -19% | -32% | 1% | -7% | 18% | -2% | -5%
Cc1ccc(CSCCNS(C)(=O)=O)cc1 | -8 | ? | 3% | 15%[56.9 µM] | -5% | -10% | -5% | 10% | -15%
Cc1ccc(NC(=S)NNc2ncc(C(F)(F)F)cc2Cl)cc1 | -8 | -10% | -12% | -17% | -13% | -12% | -1% | -2% | -10%
O=C(O)c1ccc2c(=O)[nH]c(CCl)nc2c1 | 0 | 5% | 10% | 5% | 1% | -18% | 16% | -4% | 0%
c1ccc(CCCNCCCn2cnc3c(OCc4ccccc4)ncnc32)cc1 | -4 | ? | -8% | -7% | nt | 1% | 8% | nt | nt
COc1cc2c(cc1NC(=O)Nc1ccc(C)cc1)oc1ccccc12 | -3 | 0% | -8% | -20% | 6% | -5% | -2% | -8% | 42%[activator]

Seven entries out of the list, arranged by formula weight, rising:
SMILES | LDHA block | 12-LOX inh | POLH inh | RGS4 inh | Pol beta inh | Pol kappa inh | ERG Ets-DNA blk | APEX1 inh | Anesthetic bind
Cc1ccc(CSCCNS(C)(=O)=O)cc1 | -8 | ? | 3% | 15%[56.9 µM] | -5% | -10% | -5% | 10% | -15%
Clc1ccc2nc(-c3ccc4c(c3)OCO4)cn2c1 | -3 | 1% | -19% | -32% | 1% | -7% | 18% | -2% | -5%
CN(CCC#N)Cc1cc(=O)oc2ccc3ccccc3c12 | 0 | 128%[activator] | -11% | -6% | -3% | 12% | 1% | -2% | -10%
COc1cc2c(cc1NC(=O)Nc1ccc(C)cc1)oc1ccccc12 | -3 | 0% | -8% | -20% | 6% | -5% | -2% | -8% | 42%[activator]
COc1ccnc(Oc2ccc(F)cc2)c1C(=O)N/C=N/OCc1ccc(F)cc1Cl | -6 | 0%[57.4 µM] | -15% | -3% | 0% | -12% | nt | -11% | 0%
CCCCCN(CCCCC)C(=O)C(CCC(=O)O)NC(=O)c1ccc(Cl)c(Cl)c1 (stereo not given) | -1 | -4% | 1%[57.1 µM] | -6%[56.9 µM] | -3%[57.1 µM] | 4%[60.1 µM] | 1% | 15%&4% | nt
CCN1C(=O)[C@@H]2[C@@H](c3ccc(-c4ccc(C(C)=O)cc4)cc3)N3CCCC[C@@]3(C(=O)OC)[C@@H]2C1=O | -1 | 6% | -23% | -17% | nt | -24% | -2% | 2% | nt

(further entries)
SMILES | LDHA block | 12-LOX inh | POLH inh | RGS4 inh | Pol beta inh | Pol kappa inh | ERG Ets-DNA blk | APEX1 inh | Anesthetic bind
CCCOc1ccccc1C1NC(=O)NC(C)=C1C(=O)OCCOCC (stereo not given) | -2 | 10% | -9% | 13% | 30% | -7% | -7% | 7% | -12%
O=C(Nc1nc(C2C3CC4CC(C3)CC2C4)cs1)c1cc2cc([N+](=O)[O-])ccc2oc1=O (stereo not given) | -8 | 26% | -16% | 7%[11.4 µM] | 0% | -1% | -1% | 1% | -4%
NS(=O)(=O)c1cccc(NC(=O)Cn2nc(C(=O)O)c3ccccc3c2=O)c1 | -7 | 9% | 0% | 14% | 14% | -5% | 5% | 7% | -11%
O=C(CCc1nc2ccccc2c(=O)[nH]1)Nc1cccc(S(=O)(=O)N2CCCCC2)c1 | -7 | ? | -6% | -6% | nt | -14% | 3% | -13% | nt
CS(=O)(=O)N(CC(=O)Nc1ccc(F)cc1)C1CCCCC1 | -2 | 1% | -21% | -14% | 7% | -5% | 4% | -7% | -7%
CCCc1noc(-c2ccc(NCc3ccc(C)cc3)c([N+](=O)[O-])c2)n1 | -1 | -15% | -2% | -20% | 0% | 6% | -18% | nt | -2%
COc1ccc(CCCc2nnc(SCC(=O)Nc3ccc(OC)cc3)o2)cc1 | 1&-16&-25 | ? | -19% | -30%&-3% | 19%&2% | 0%&-9% | 7%&0% | -4% | -10%&-2%
Cc1ccc(NC(=O)CCC(=O)c2ccc(F)cc2)cc1Cl | -3 | 43%[activator] | -4% | 4% | 4% | -3% | -15% | 1% | -16%
COCCOC(=O)/C=C1/NC(=O)CS1 | 3 | 0% | -11% | 0% | 0% | 13% | 5% | -3% | 0%
CCOc1ccccc1NC(=O)c1c2c(nc3ccccc13)C(=O)N(C1CCCCC1)C2 | 3 | -18% | -27% | -2% | -23% | -5% | -4% | nt | ?
O=C(CCN1CCN(c2ccccc2F)CC1)Nc1ccccc1F | -8 | -10% | -7% | 38% | 17% | -9% | 3% | -6% | -10%
COc1ccc(S(=O)(=O)N2CCC(N3CCN(Cc4ccccc4)CC3)CC2)cc1 | ? | ? | -17% | -13% | -2% | 0% | -2% | 21% | -5%
O=S(=O)(Nc1cccc(-c2nc3cccnc3s2)c1)c1cccs1 | 1 | 7% | -17% | 11% | 16% | -6% | -3% | 2% | -2%
Cn1c(=O)c2c(ncn2CC(=O)OCC(=O)Nc2ccccc2)n(C)c1=O | -6 | -3% | -1% | -24% | 5% | -16% | 6% | 2% | -5%
Cc1ccc(C2=NN(C(=O)CCC(=O)O)C(c3ccc4c(c3)OCO4)C2)cc1 (stereo not given) | 1 | -11% | 1% | -13% | -2% | 6% | 0% | -17% | -5%
CCC1CN(S(=O)(=O)c2cc(-c3cc(C)no3)ccc2C)c2cc(Cl)ccc2O1 (stereo not given) | 4 | -20% | 7% | -9% | -10% | -13% | -5% | nt | 16%
COc1cccc(C(=O)Nc2cccc(-c3ccc4nncn4n3)c2)c1OC | 12 | 5% | -17% | 9% | 1% | -5% | 6% | 4% | -14%
CCCCN(C(=O)c1ccc2c(c1)OCO2)c1ccccc1 | -2 | -22% | -7% | -15% | 2% | -16% | 0% | -2% | -16%
CC(c1ccco1)N(C(=O)c1cccs1)c1ccccn1 (stereo not given) | -12 | 8% | -4% | -6% | 60% | -10% | nt | 0% | -8%
CCN(CC)C(=O)n1cnc(-c2ccccc2)c1-c1ccccc1 | 0 | -18% | -16% | -7% | 43% | -17% | -9% | 20% | -9%
COc1cccc(NS(=O)(=O)c2cc(-c3cnc(C4CC4)o3)ccc2C)c1 | 4&3 | -2%&-17% | -6% | -8% | -19% | -10%[60.1 µM] | 4% | nt | 76%[activator]
CCSCCc1nnc(NC(=O)Nc2cccc(C(F)(F)F)c2)s1 | -3 | -4% | -10% | 8% | 32% | -12% | -14% | 1% | -12%
O=C(Cn1cc2c(n1)CCCCC2)Nc1ccccc1Br | -1 | -4% | -22% | 5% | 7% | 4% | 4% | 1% | 2%
O=C(O)c1ccc(-n2nnnc2Oc2ccccc2C(=O)N2CCOCC2)cc1 | -5 | -4% | -20% | 7% | -4% | 3% | 5% | -4% | 3%
CCS(=O)(=O)c1nc(S(=O)(=O)c2ccc(Cl)cc2)c(NCCN2CCOCC2)s1 | -1 | 14% | -14% | -19% | 19% | 11% | -10% | 81%[activator] | -10%
CC(C(=O)OCc1nnc(-c2ccccc2)o1)N1C(=O)C2CCCCC2C1=O (stereo not given) | -3 | 19% | -9% | 12% | -2% | -18% | 7% | 15% | -12%
O=[N+]([O-])c1cccc(/C=C2\CCC(/C=N/Nc3ccc4ccccc4n3)=C2N2CCOCC2)c1 | -2 | 16% | -16% | -10% | 14% | 0% | 5% | 15% | -12%
COc1cc2nc(N3CCN(C(=O)OCc4ccccc4)C(C(=O)NC(C)(C)C)C3)nc(N)c2cc1OC (stereo not given) | nt | nt | -4%[57.1 µM] | ? | -2%[57.1 µM] | 2%[60.1 µM] | nt | -5% | nt
CCOc1ccc(S(=O)(=O)N2CCN(C(=O)c3cccn3C)CC2)cc1 | -5 | 17% | -22% | -16% | 11% | -11% | 0% | -3% | 4%
CCCc1nc(Cl)c(C#N)c2c1CCCC2 | -4 | -3% | -14% | -34% | -15% | 1% | 13% | 4% | 0%
O=C(Nc1ccccc1N1CCCCC1)c1ccccc1F | 0 | 0% | -11% | -9% | -20% | -19% | -12% | 3% | -19%
